# High-throughput results: PubChem, The Scripps Research Institute Molecular Screening Center
# MITF inh – blocks human microphthalmia-associated transcription factor | O75030 | AlphaScreen MITF homodimerization, bead proximity signal | inhibition, % at 2.6 µM | 650,000 compounds, 0.91% hits; in the data active = inhibition above about 50%;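 also: 0% = vehicle wells with protein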
# FBW7 act – human FBW7 E3 ligase activation, primary screen; 650,000 compounds, 0.13% hits; AlphaScreen FBW7–phospho-cyclin E peptide binding, activator screen; normalized activity (activation), % at 26.1 µM; in the data active = normalized activity above about 1.9%;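 also: purified mutant Fbw7 with reduced substrate affinity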
# Target sequence (Q969H0 whole entry, looked up): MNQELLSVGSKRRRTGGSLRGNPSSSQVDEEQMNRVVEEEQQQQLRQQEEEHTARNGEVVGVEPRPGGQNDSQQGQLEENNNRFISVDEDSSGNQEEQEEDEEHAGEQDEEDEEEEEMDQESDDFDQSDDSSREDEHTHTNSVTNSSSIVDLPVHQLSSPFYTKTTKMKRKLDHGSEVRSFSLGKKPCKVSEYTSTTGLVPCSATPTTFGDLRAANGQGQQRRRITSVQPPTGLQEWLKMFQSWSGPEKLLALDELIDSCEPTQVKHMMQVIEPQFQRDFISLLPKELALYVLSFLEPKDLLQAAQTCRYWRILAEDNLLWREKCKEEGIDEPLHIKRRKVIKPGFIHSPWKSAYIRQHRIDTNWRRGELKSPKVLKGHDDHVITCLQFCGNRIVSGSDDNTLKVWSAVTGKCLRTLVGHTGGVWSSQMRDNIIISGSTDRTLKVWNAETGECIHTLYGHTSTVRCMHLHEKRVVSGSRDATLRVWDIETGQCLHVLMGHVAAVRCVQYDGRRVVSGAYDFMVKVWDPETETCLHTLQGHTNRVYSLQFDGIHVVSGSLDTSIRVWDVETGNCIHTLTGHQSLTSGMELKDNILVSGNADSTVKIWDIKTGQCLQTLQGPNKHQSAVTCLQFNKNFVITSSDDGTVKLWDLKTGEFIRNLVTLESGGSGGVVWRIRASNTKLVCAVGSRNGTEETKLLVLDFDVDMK
# GPR151 ag – activates the human receptor GPR151; Q8TDV0; PathHunter beta-arrestin GPR151 cells, luminescence; activation, % at 11.2 µM; 650,000 compounds, 1% hits; AID 1508602; in the data active = activation above about 4.9%;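 also: 0% = median of compound wells and 100% = cells with positive control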
# Target sequence (Q8TDV0 whole entry, looked up): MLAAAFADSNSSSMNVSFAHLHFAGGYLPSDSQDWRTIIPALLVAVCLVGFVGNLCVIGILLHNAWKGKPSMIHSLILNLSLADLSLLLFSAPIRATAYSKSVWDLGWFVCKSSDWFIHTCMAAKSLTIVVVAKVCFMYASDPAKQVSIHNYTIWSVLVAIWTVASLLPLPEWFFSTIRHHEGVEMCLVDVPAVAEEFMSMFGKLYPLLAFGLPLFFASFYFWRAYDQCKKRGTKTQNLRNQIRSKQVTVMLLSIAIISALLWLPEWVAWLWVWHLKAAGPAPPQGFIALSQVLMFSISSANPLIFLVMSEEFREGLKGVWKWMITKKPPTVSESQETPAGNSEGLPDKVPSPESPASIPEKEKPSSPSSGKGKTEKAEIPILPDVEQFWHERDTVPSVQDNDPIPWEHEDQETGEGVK
# TEAD-YAP block – TEAD-YAP interaction inhibition. HEK-TIYL cells, TEAD-Gal4/YAP UAS-luciferase luminescence. inhibition, % at 9.12 µM. 640,000 compounds, 1.4% hits. AID 1259422; in the data active = inhibition above about 32%;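 also: 0% = median of test compound wells and 100% = reference inhibitor wells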
# Starred values were filed as active, the others as inactive; & = joins results of further samples.
Molecule	MITF inh	FBW7 act	GPR151 ag	TEAD-YAP block
CCC(=O)Nc1ccc(NC(=O)CSc2nnc(-c3cccs3)n2CC)c(C)c1	13	0.0	0.5	-3
Cn1c(Cc2ccccc2)nnc1Sc1ccc(C(F)(F)F)cc1[N+](=O)[O-]	16	0.4	-0.7	14
CCn1cc(CNc2nc(C)c(-c3ccn(C)n3)s2)c(C)n1	-3	-0.1	0.1	-8
Cc1ccc(S(=O)(=O)/N=C2/C=C(Nc3cccc(C(=O)O)c3)C(=O)c3ccccc32)cc1	13	-0.3	1.2	-25
NC(=O)c1c(NC(=O)c2cc(Cl)sc2Cl)sc2c1CCCC2	11	-0.1	2.4	1
CCOc1ccccc1NC(=O)C1CCN(S(=O)(=O)c2ccc(Br)cc2)CC1	-4	-0.1	-0.6	5
CN1C(=O)Cc2cc(NC(=O)NCc3ccc(F)cc3)ccc21	-3	0.6	1.5	-3
COc1ccc(/C=C(\C#N)c2[nH]nc(N)c2C#N)cc1OC	11	-0.1	0.3	-11
CCCCOC(=O)C1=C(C)NC2=C(C(=O)CCC2)C1c1cccnc1 (stereo not given)	-4&5	-0.1&0.0	-0.4&-0.6	12&16
CCN1CCN(c2ccccc2NC(=O)CCC(=O)O)CC1	-6	0.1	-0.5	-1
CN(C)CCNc1c([N+](=O)[O-])c(=O)oc2ccccc12	8&12	-0.1&0.5	-0.5&-3.5	2&5
Cc1ccc(N2C(=N)SCC2=O)cc1Cl	7	-0.1	-0.9	6
CO[C@H]1[C@H](NC(=O)c2ccncc2)c2ccccc2C12CCN(C(=O)c1ccoc1)CC2	-5	0.1	1.0	-9
CCOC(=O)C(Oc1nc(C)cc(C)n1)c1ccc2c(c1)CCO2 (stereo not given)	-6	-0.2	-0.7	-2
CCn1nc([N+](=O)[O-])c2c(-c3nc4ccccc4o3)c(N)n(CCc3ccccc3)c2c1=O	16	0.5	2.4	15

# Going on with the list.
Molecule	MITF inh	FBW7 act	GPR151 ag	TEAD-YAP block
Cc1csc(NC(=O)Cn2c(=O)oc3ccccc32)n1	6	-0.1	0.6	1
FC(F)(F)c1ccc(Cn2cnc3c(NCc4nc5ccccc5[nH]4)nc(-c4csc5ccccc45)nc32)cc1	9	0.0	0.6	2
COC(=O)c1ccccc1NC(=O)CSc1nc2ccsc2c(=O)n1-c1ccc(C)c(C)c1	7	0.5	1.7	9
Cc1cccn2cc(C34CC5CC(CC(C5)C3)C4)nc12	-18	0.1	-0.8	7
CCOc1ccc(C2=NN3C(C2)c2cc(Cl)ccc2OC3c2ccc(C(=O)OC)cc2)cc1 (stereo not given)	10	0.2	-2.1	-1
O=C(O)CCC(=O)NNC(=O)c1cccc(Cl)c1	4	-0.2	-0.3	-11
O=c1nc(N2CCOCC2)ccn1Cc1ccc(Cl)cc1	5	0.6	-0.6	-2
CC(=O)NC12CC3CC(C1)CC(C(=O)Nc1nccs1)(C3)C2	6	-0.1	0.2	-3
O=C1N[C@@H](Cc2c[nH]c3ccccc23)C(=O)N2CCN(Cc3cccc(Cl)c3)C[C@H]12	2	-0.2	-0.8	2
CC(C)CN(C(=O)COc1ccc(F)cc1)c1c(N)n(Cc2ccccc2)c(=O)[nH]c1=O	-3	0.0	-0.7	2
CCOC(=O)C1=C(C)N=c2s/c(=C\c3ccc(OC)c(O)c3)c(=O)n2C1c1ccc(OC)c(OCC)c1 (stereo not given)	-3	0.2	-1.3	10
O=C(NC12CC3CC(CC(C3)C1)C2)C1CCCN(S(=O)(=O)c2cccc(F)c2)C1 (stereo not given)	0	0.0	-0.4	4
Cc1cccc(NC(=O)c2c(NC(=O)c3ccco3)sc3c2CCC(C)C3)c1 (stereo not given)	3	0.0	-0.4	-7
O=C(O)/C(=C/C=C\c1ccccc1)NC(=O)c1ccc(Br)o1	-2	0.2	3.3	6
Cc1nn(-c2ccc(F)cc2Br)c(=O)c2ccccc12	-2	-0.1	-1.5	5

# (continued)
Molecule	MITF inh	FBW7 act	GPR151 ag	TEAD-YAP block
COc1ccc(OC)c(/C=C2/C(=O)NC(=O)N(c3ccccc3F)C2=O)c1	2	-0.2	1.5	-5
CCn1cc(Cl)c(C(=O)Nc2ccc(N(C)C(C)=O)cc2)n1	-12	-0.1	-1.3	-11
CC1CN(C(=S)c2ccc(N(C)C)cc2)CC(C)O1 (stereo not given)	9	-0.4	-0.6	3
CCc1cc(CNC(=O)c2cccc(OC3CCN(S(C)(=O)=O)CC3)c2)on1	4	-0.1	0.0	6
COC(=O)Cc1nc(NCc2ccc(Cl)cc2)c2c3c(sc2n1)CCCC3	1	-0.1	-0.1	-18
O=C(CCN1C(=O)C2CCCCC2C1=O)N1CCC(c2ncncc2-c2ccncc2)CC1 (stereo not given)	-1	-0.1	0.4	-8
O=C(N/N=C/c1cccc([N+](=O)[O-])c1)c1ccn[nH]1	3	0.3	-3.8	-23
CC(=O)CCC(=O)N1CCCC(CNC(=O)c2ccc(-c3ccccc3)cc2)C1 (stereo not given)	1	0.0	-1.3	-23
CC(Oc1ccccc1F)C(=O)Nc1cccc(Cl)c1 (stereo not given)	9	0.0	0.3	5
CCOc1ccc2nc(C)cc(Nc3ccc(O)cc3)c2c1	27	-0.1	0.7	-9
Cc1ccccc1-n1nc2c(c1NC(=O)c1ccc(OC(C)C)cc1)CSC2	12	1.2	-0.9	-1
COc1ccc(Cl)cc1NC(=O)/C(=C/c1ccc([N+](=O)[O-])cc1)NC(=O)c1ccccc1OC	0	0.0	-0.9	6
CSc1ccc(-c2noc(C3CCN(S(=O)(=O)c4ccccc4)CC3)n2)cc1	10	0.4	0.0	2
CCOC(=O)c1c(NC(=O)CSc2nc(C)cc(C(F)(F)F)n2)sc2c1CCC(C)C2 (stereo not given)	4	0.0	0.1	8
NS(=O)(=O)c1cc2c(cc1Cl)NC(CSCc1ccccc1)=NS2(=O)=O	4&11	-0.1&0.0	-0.7&-0.3	-1

# Later entries.
Molecule	MITF inh	FBW7 act	GPR151 ag	TEAD-YAP block
COc1ccccc1C1CC(c2ccc(C)cc2)Nc2nc(N)nn21 (stereo not given)	7	-0.2	-0.4	8
Cc1ccc(NC(=O)CSc2nc3ccsc3c(=O)n2-c2ccccc2)cc1Cl	-9	-0.2	0.9	12
O=C(CSc1nc2ccccc2s1)NC1CC1	-5	-0.1	-1.9	-10
CC1CCN(c2nc(Cl)nc(N3CCCC3)n2)CC1	5	-0.1	-0.1	10
CCc1cc(CC)n(-c2nc3c(c(=O)n(CCCc4ccccc4)c(=O)n3C)n2C)n1	10	0.1	0.3	7
COc1cc(/C=N/NC(=O)c2ccc[n+]([O-])c2)ccc1O	-22	-0.2	-1.1	4
CN1CC(=O)N2CCN(S(=O)(=O)c3ccccc3F)C[C@@H]2C1=O	-4	-0.2	-0.4	2
COc1ccc(OCCn2cc(C=O)c3ccccc32)cc1	16	0.4	1.2	2
CCCCn1c(CN2CCN(c3ccc(F)cc3)CC2)nc2c1c(=O)n(C)c(=O)n2C	-8	-0.1	0.2	-2
CS(=O)(=O)c1ccc2nc(NC(=O)Cc3cccc4ccccc34)sc2c1	46	-0.2	-0.7	6
Cc1ccc(CN(Cc2ccco2)C(=O)CN2C(=O)COc3ccccc32)o1	-1	0.0	-0.7	5
N#CCSc1nc(NCc2ccc(Cl)cc2)c2ccccc2n1	-2	-0.1	0.5	-7
Cc1cccc(N2NC(=O)/C(=C/c3ccc(-c4cccc([N+](=O)[O-])c4)o3)C2=O)c1	4	0.2	0.9	3
OC(COC12CC3CC(CC(C3)C1)C2)CN1CCOCC1 (stereo not given)	12	0.4	1.9	2
O=C(NCC1CCCO1)c1csc2c1CCCCC2 (stereo not given)	-5	0.3	0.5	-16

# The listing continues.
Molecule	MITF inh	FBW7 act	GPR151 ag	TEAD-YAP block
COc1ccc(C(=O)Oc2ccc3c4c(c(=O)oc3c2)CCCC4)cc1OC	-6	-0.1	-0.5	4
C#CCOc1cc(Br)c(CNC(C)(C)CO)cc1OC	12	0.2	0.9	5
Cc1ccc2cc3c(N)c(C(=O)Nc4nc(C)c(C)s4)sc3nc2c1C	13	0.2	0.5	-68
Brc1ccc(OCc2nn3c(Cc4ccccc4)nnc3s2)cc1	9	0.1	-0.5	1
CCCS(=O)(=O)N1CC(=O)N(c2ccc(CC)cc2)C(C)(C(=O)NC2CCCCC2)C1 (stereo not given)	10	0.1	1.1	-5
NC(=O)C1(N2CCCCC2)CCN(C(=O)c2ccc3c(=O)n(CCCN4CCCC4=O)c(=S)[nH]c3c2)CC1	6	-0.1	1.4	-12
Cc1ccc(OCCOCCNC(C)C)c(C(C)(C)C)c1	34	-0.1	1.7	-12
CCN(CC)S(=O)(=O)c1ccc2c(c1)c(=O)c(C(=O)NC1CCCC(C)C1C)cn2C (stereo not given)	15	0.2	-0.2	3
CCCC1=NN2C(=N)/C(=C/c3ccc(OCc4ccccc4Cl)c(OCC)c3)C(=O)N=C2S1	20	0.3	1.3	10
CCOc1ccc(S(=O)(=O)NNc2ccc([N+](=O)[O-])cc2[N+](=O)[O-])cc1	8	-0.1	-0.8	13
Cc1nnc(N/N=C/c2cc(C)n(-c3ccc(F)cc3)c2C)n1N	0	-0.5	6.3*	10
COc1ccc(OC)c(/C=C(/NC(=O)c2ccccc2Cl)C(=O)O)c1	-4	0.0	0.3	-13
COc1cccc(NS(=O)(=O)c2ccc3c4c2CC(=O)N4CC(C)S3)c1 (stereo not given)	16	0.3	-1.5	40*
CCc1cccc(C)c1NC(=O)CSc1nnc(C(C)C)n1CCOC	16	0.3	-1.8	2
Cc1nnc(SCC(=O)Nc2ccc(I)cc2C(C)C)s1	27	1.0	0.9	-12

# (cont.)
Molecule	MITF inh	FBW7 act	GPR151 ag	TEAD-YAP block
Cc1ccc(CNC(=O)C2CCN(C(=O)N3CCOc4ccc(Cl)cc43)CC2)cc1	1	0.4	-0.9	18
COc1ccc(N=C/C=C2/C=C(c3ccccc3)OC(C)(C)O2)cc1	3	0.0	0.9	3
O=C(O)c1cc(N=Cc2c(O)n(-c3ccccc3)c(=O)[nH]c2=O)ccc1Cl	0	0.0	0.1	0
CCCCN1C2OC(C3OC4C(O3)N(CCCC)S(=O)(=O)N4CCCC)OC2N(CCCC)S1(=O)=O (stereo not given)	15	0.4	-0.7	9
C=CCOc1c(Br)cc(Br)cc1/C=N\NC(=O)c1nonc1N	16	0.2	-0.6	5
CCOC(=O)CSc1nc2ccccc2c(=O)n1CCCC(=O)NCc1ccco1	3	-0.1	0.2	-3
CCOc1ccccc1-c1nc(-c2ccc(C)nc2OC)no1	0	-0.1	0.7	-46
Cc1ccccc1OCc1nc(-c2ccc(NC(=O)c3ccc4c(c3)OCO4)cc2)no1	4	-0.1	-1.4	-55
CC(=O)c1c(C)[nH]c(C(=O)NCc2ccc(Cl)cc2Cl)c1C	-7	-0.3	-0.4	-2
COc1ccc(C(=O)NC(=S)Nc2ccc(NC(C)=O)cc2)cc1Cl	-2	0.0	2.2	-5
O=c1[nH]c2nc(-c3cn[nH]c3)cnc2n1Cc1ccc(F)cc1	20	0.5	0.4	-4
Cc1cccc(CNc2nc3nc(C)cc(=O)n3[nH]2)c1	6	0.1	-0.6	6
NNC(=O)c1ccc(OCC(O)CO)cc1O (stereo not given)	-14	-0.3	1.7	-21
CNC(=O)c1c(NC(=O)c2cccc(OC)c2)sc(C)c1C	4	0.0	2.0	2
Cc1ccc(NC(=O)c2cc3cc([N+](=O)[O-])ccc3oc2=O)cc1Cl	4	0.1	0.1	-2
COc1ccc(-n2c(=S)[nH]c3cc(C(=O)NCc4ccccc4Cl)ccc3c2=O)cc1	13	0.3	-1.0	3
O=C(Cn1cnc([N+](=O)[O-])n1)Nc1cc(C(F)(F)F)cnc1Cl	17	0.7	-0.3	4

# Laid out differently: results already given.
# Every second line gives: MITF inh, FBW7 act, GPR151 ag, TEAD-YAP block
Cc1ccc(S(=O)(=O)/N=C2/C=C(Nc3cccc(C(=O)O)c3)C(=O)c3ccccc32)cc1
→ 13, -0.3, 1.2, -25
NC(=O)c1c(NC(=O)c2cc(Cl)sc2Cl)sc2c1CCCC2
→ 11, -0.1, 2.4, 1
CCOc1ccccc1NC(=O)C1CCN(S(=O)(=O)c2ccc(Br)cc2)CC1
→ -4, -0.1, -0.6, 5
CN1C(=O)Cc2cc(NC(=O)NCc3ccc(F)cc3)ccc21
→ -3, 0.6, 1.5, -3
COc1ccc(/C=C(\C#N)c2[nH]nc(N)c2C#N)cc1OC
→ 11, -0.1, 0.3, -11
CCCCOC(=O)C1=C(C)NC2=C(C(=O)CCC2)C1c1cccnc1 (stereo not given)
→ -4&5, -0.1&0.0, -0.4&-0.6, 12&16
CCN1CCN(c2ccccc2NC(=O)CCC(=O)O)CC1
→ -6, 0.1, -0.5, -1
CN(C)CCNc1c([N+](=O)[O-])c(=O)oc2ccccc12
→ 8&12, -0.1&0.5, -0.5&-3.5, 2&5
Cc1ccc(N2C(=N)SCC2=O)cc1Cl
→ 7, -0.1, -0.9, 6
CO[C@H]1[C@H](NC(=O)c2ccncc2)c2ccccc2C12CCN(C(=O)c1ccoc1)CC2
→ -5, 0.1, 1.0, -9
CCOC(=O)C(Oc1nc(C)cc(C)n1)c1ccc2c(c1)CCO2 (stereo not given)
→ -6, -0.2, -0.7, -2
CCn1nc([N+](=O)[O-])c2c(-c3nc4ccccc4o3)c(N)n(CCc3ccccc3)c2c1=O
→ 16, 0.5, 2.4, 15
Cc1csc(NC(=O)Cn2c(=O)oc3ccccc32)n1
→ 6, -0.1, 0.6, 1

# Entries of single compounds as entered above.
# Shown for COc1ccc(N=C/C=C2/C=C(c3ccccc3)OC(C)(C)O2)cc1 = MITF inh: 3; FBW7 act: 0.0; GPR151 ag: 0.9; TEAD-YAP block: 3
# Shown for CCOc1ccccc1-c1nc(-c2ccc(C)nc2OC)no1 = MITF inh: 0; FBW7 act: -0.1; GPR151 ag: 0.7; TEAD-YAP block: -46
